# CF NFkB block – inhibitors of cystic fibrosis induced NF-kB; KKLEB NF-kB-GFP reporter, PAF-induced, GFP fluorescence overnight; inhibition, % at 5 µM; hit rate 0.86% among 360,000;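 active means at least 50% inhibition at 5 µM, scaled per plate between neutral and stimulator controls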;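 further: PAF is a Pseudomonas aeruginosa culture filtrate used as stimulus; plate controls were PAF-stimulated DMSO wells for no effect and unstimulated DMSO wells for full effect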
# NR2E3 ag-1 – NR2E3 (human) agonism. Q9Y5X4. inhibition of corepressor binding, % at 4.78 µM. AID 2300. GST-NR2E3/biotin-RetCOR TR-FRET, 1536-well. hit rate 0.12% among 320,000;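 active means percent inhibition above the cutoff of mean plus 3 SD of all tested compounds, set per screening campaign, cut at about 20% in these data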;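 further: 0% = DMSO wells and 100% = biotin wells as full block of FRET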
# Target sequence (Q9Y5X4 whole entry, looked up): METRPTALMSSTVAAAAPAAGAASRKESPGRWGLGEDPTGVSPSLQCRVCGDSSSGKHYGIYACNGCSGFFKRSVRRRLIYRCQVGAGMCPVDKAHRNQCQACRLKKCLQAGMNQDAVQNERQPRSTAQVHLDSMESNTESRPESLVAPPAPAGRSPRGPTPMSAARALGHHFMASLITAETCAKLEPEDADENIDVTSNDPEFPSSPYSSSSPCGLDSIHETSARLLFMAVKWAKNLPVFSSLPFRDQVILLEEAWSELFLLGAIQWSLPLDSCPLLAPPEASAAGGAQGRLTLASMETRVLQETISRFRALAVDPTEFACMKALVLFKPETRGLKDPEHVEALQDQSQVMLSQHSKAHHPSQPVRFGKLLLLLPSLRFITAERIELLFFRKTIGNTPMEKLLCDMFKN
#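 Material: NR2E3–RetCOR corepressor complex / Amount: 1.35 nM GST-NR2E3 / Medium: Tris pH 7.5 / Compound: single nominal compound dose of 4.8 µM / Incubation: 5 h at 4 °C / Technique: TR-FRET, Eu(K)-anti-GST donor, streptavidin-D2 acceptor, ex 340, em 617/671 nm / Read-out basis: percent loss of FRET ratio relative to control wells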
# NR2E3 ag-2 – activates human NR2E3 receptor; inhibition of corepressor binding, % at 3.98 µM; AID 602229; CHO-S Gal4-NCOR/VP16-NR2E3 two-hybrid, luciferase; hit rate 0.35% among 360,000; Q9Y5X4;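 active means inhibition above the mean of all tested compounds plus 3 SD, cut at about 70% in these data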;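 further: 0% = DMSO with NR2E3 transfected cells and 100% = cells lacking NR2E3 construct; higher means lower luciferase signal from less NR2E3 corepressor binding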
# Peg3 promoter – inhibitors of Peg3 promoter | inhibition, % at 20 µM | hit rate 1.7% among 360,000 | HeLa PEG-Prom luciferase reporter, luminescence, overnight;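 active means inhibition of at least 50% at 20 µM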
# KKLEB cytotox – counter-screen for CF NF-kB inhibitors: cytotoxicity. AID 602141. activity change (cytotoxicity), % at 5 µM. hit rate 0.36% among 360,000. KKLEB CF airway cells viability, ATPlite luminescence, overnight; active compounds read low; cells stimulated with P. aeruginosa culture filtrate;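 active means corrected activity change at or below -50% at 5 µM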
# Shn3 3UTR inh – reduces Shn3 3'UTR luciferase signal in osteoblasts. Clone20 osteoblast Shn3 3'UTR firefly luciferase, 24 h. inhibition, % at 12.5 µM. hit rate 0.52% among 360,000;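 active means mean inhibition of at least 75% with every replicate also reaching 75%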;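 further: 0% = median of neutral control wells and 100% = pilot-screen positive control compound; some compounds past the cut are filed as inactive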
# iPSC survival up – hiPSC single-cell survival enhancement | ATPlite luminescence; 100% = ROCK inhibitor wells, 0% = DMSO | survival enhancement, % at 20 µM | hit rate 0.044% among 360,000; in the data active means survival enhancement above about 18%;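 further: cells exposed to compounds for 16 hours before the ATP read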
# aDG glyco act – alpha-DG glycosylation activation; Pro5-aDG cells, alpha-DG glycosylation AlphaScreen (IIH6); 0% Pro5, 100% B10-LARGE cell signal; activation, % at 10 µM; hit rate 0.22% among 360,000;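 active means activation of at least 8% versus controls, or a plate z-score of at least 8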;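 further: Pro5 are CHO cells carrying HIG-tagged alpha-DG that lacks glycosylation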
# HIF-2a inh – inhibitors of HIF-2a; AID 624352; hit rate 0.72% among 360,000; 786-0 RCC cells HIF-2a reporter, luciferase luminescence, overnight; inhibition, % at 18.8 µM;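 active means inhibition of the luminescence signal of 40% or more relative to plate controls, in a single-dose primary screen at 18.75 µM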
# MITF TRPM1 inh – MITF TRPM1 promoter inhibition in SK-MEL-5 cells | hit rate 0.83% among 330,000 | SK-MEL-5 TRPM1 promoter luciferase, 24 h | inhibition, % at 12.5 µM | AID 488899;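 active means mean inhibition across replicates of 60% or more, whatever share of single replicates reaches that level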; further: values of inactives mirror those of a sister screen read the other way
# TWEAK Fn14 block – blocks TWEAK-Fn14 interaction in a reporter cell assay; AID 1159606; hit rate 2% among 360,000; TWEAK-stimulated Fn14 reporter cells, luciferase luminescence, 8 h; inhibition, % at 10 µM; in the data active means inhibition above about 50%
# * hit, by the source's call; . = not tested or not shown.
SMILES,CF NFkB block,NR2E3 ag-1,NR2E3 ag-2,Peg3 promoter,KKLEB cytotox,Shn3 3UTR inh,iPSC survival up,aDG glyco act,HIF-2a inh,MITF TRPM1 inh,TWEAK Fn14 block
NC(=O)C1CCN(C2OC(=O)c3ccccc32)CC1 (stereo not drawn),7,2,-17,-2,4,-11,2.4,0.5,25,-8,-7
CCC1CCCCN1CCNC(=O)C1CCCN(S(=O)(=O)c2cccc3nsnc23)C1 (stereo not drawn),-2,-1,-22,0,12,-5,-0.3,-0.3,10,-3,2
Cc1ccc(NC(=O)CCCn2c(=O)[nH]c3ccsc3c2=O)cc1,9,4,-29,-19,-2,2,0.0,0.0,-28,-9,17
CCc1ccc(N(C(=O)c2csnn2)C(C(=O)NC(C)(C)C)c2ccncc2)cc1 (stereo not drawn),-8,2,-42,-24,1,-4,0.0,0.2,-11,-5,6
COCc1nnc(NC(=O)c2sc3ccccc3c2Cl)s1,-9,7,-87,-194,-9,-55,2.4,-0.3,-195,-40,-23
CCOC(=O)c1c(-c2ccc(OC)cc2)csc1NC(=O)CCN1CCOCC1,18,5,13,22,-13,9,0.2,-0.1,24,0,20
Cc1ccc(N=C2NC(=O)/C(=C/c3cccs3)S2)cc1C,52*,-3,-25,-69,-19,4,-2.2,0.2,-108,-25,-7
COc1ccc(C(=O)COC(=O)CN2C(=O)C3CC=CCC3C2=O)c(OC)c1 (stereo not drawn),7,.,10,14,0,-9,1.0,0.2,-7,2,-9
CN(C)C(=O)C1=NOC2(C1)C(=O)Nc1ccccc12 (stereo not drawn),.,.,-24,.,.,.,-0.9,0.1,15,.,6
CC(C)c1cc(C(=O)N2CCCC(Nc3ccc(F)c(F)c3)C2)nc(N)n1 (stereo not drawn),8,2,-35,-2,-10,11,-0.4,0.3,18,9,-11
CCOC(=O)CN(C(=O)CNC(=O)c1ccco1)C(C(=O)NC1CCCCC1)c1cccnc1 (stereo not drawn),-1,2,-29,12,3,-14,-0.4,-0.1,13,3,-3
CC(CNC(=O)CN1C(=O)NC2(CCOc3ccccc32)C1=O)c1ccccc1 (stereo not drawn),4,0,-2,10,-4,-9,-0.8,-0.1,-10,3,10
S=c1nc[nH]c2c1cnn2-c1ccccc1,-12,5,-30,-23,0,-10,-0.4,0.2,-179,-8,-25
Cc1ccc(S(=O)(=O)N2CCN(C(=O)NCc3ccc(F)cc3)CC2)c(C)c1,-13,0,-8,-1,13,13,-0.7,0.2,25,9,-6
CN(C(=O)CSc1nnc(Cc2ccccc2F)n1N)C1CCS(=O)(=O)C1 (stereo not drawn),-4,-1,-17,11,-10,1,0.1,-0.4,-5,-4,14
CCOc1ccc(C2C=C(c3ccc(F)cc3)Nc3ncnn32)cc1 (stereo not drawn),-2,3,-89,-60,-8,6,-0.9,-0.2,-2,-46,-3
CS(=O)(=O)N(CC(=O)NCC1CCCO1)c1cc(Cl)ccc1Cl (stereo not drawn),1,0,-9,8,10,-44,-0.4,-0.3,9,2,-4
CSc1ncnc2c1ncn2CCCNCC1CCCO1 (stereo not drawn),9,.,2,-4,6,-7,-0.5,0.0,7,.,-21
Cc1ccccc1C(=O)N1CCC(C(=O)Nc2ccc(C(C)C)cc2)CC1,12,-1,-11,23,-17,6,0.2,1.8,23,11,-3
CC(=O)c1ccc(N2CCN(C(=O)[C@H](C)NC(=O)c3ccccc3Cl)CC2)cc1,-28,4,0,-27,-1,-3,0.4,-0.1,-6,-1,4
Cc1oc(-c2ccccc2F)nc1CN1CCC(C(=O)NC2CCCCCCC2)CC1,0,.,24,21,-6,30,5.2,0.2,7,16,10
O=C(COC(=O)c1cccnc1Cl)c1ccc(Cl)cc1Cl,15,1,-5,2,14,4,0.9,-0.4,11,7,-6
O=C(O)/C=C/c1cn(-c2ccccc2)nc1-c1ccc(-c2ccc([N+](=O)[O-])cc2)o1,-15,3,6,-1,-8,-12,-0.2,0.0,-19,1,-13
CCCCn1nc(C(=O)Nc2c(C)n(C)n(-c3ccccc3)c2=O)c2ccccc2c1=O,-12,5,17,5,-6,14,0.1,1.0,13,7,10
Cc1ccc(S(=O)(=O)Cc2cc(F)c([N+](=O)[O-])cc2[N+](=O)[O-])cc1,-2,5,5,117*,4,-3,-0.5,-0.2,15,52,13
SMILES,CF NFkB block,NR2E3 ag-1,NR2E3 ag-2,Peg3 promoter,KKLEB cytotox,Shn3 3UTR inh,iPSC survival up,aDG glyco act,HIF-2a inh,MITF TRPM1 inh,TWEAK Fn14 block
CCN(CC)c1ccc(CNc2nc3ccccc3n2CCN2CCCCC2)cc1,55*,-2,-7,44,-45,92*,0.4,-0.3,1,-1,-1
CCO/C=C/C(=O)N(C)CCC#N,-3,4,-31,-4,-12,9,-1.5,-0.3,4,-7,-3
CCNC(=O)C1CCCN(C(=O)c2ccccc2)CC1 (stereo not drawn),3,.,23,-2,-28,-4,0.5,0.0,8,.,13
N#Cc1nc(COc2cccc(Cl)c2)oc1NCc1ccco1,3,2,-86,-237,-2,-58,-2.7,1.4,-241,-50,-25
CCN1CCN(S(=O)(=O)c2ccc3[nH]c(=O)oc3c2)CC1,-13,0,-9,0,14,-3,4.2,-0.2,16,.,9
COCc1cc(C)nc2sc(C(=O)Nc3cccc(OC)c3)c(N)c12,-7,2,-157,-339,0,-79,0.6,0.5,-366,-94,-15
Cc1ccc(-c2csc3nc(CSc4nnc(-c5ccc(Cl)cc5)n4C)[nH]c(=O)c23)cc1,-19,2,7,39,4,9,0.2,0.2,25,-8,-21
Cc1nn(C)c(C(=O)Nc2ccc(Cl)c([N+](=O)[O-])c2)c1Cl,-16,-1,-36,3,-11,6,1.0,-0.3,-15,-10,5
CC1(C)CC(=O)C2=C(C1)Nc1cc(C(=O)c3ccccc3)ccc1NC2c1ccccn1 (stereo not drawn),-8,-1,-41,0,5,27,0.1,-0.4,-15,10,-26
CC(C)c1ccc(NC(=O)C2CC(=O)N=C(N)S2)cc1 (stereo not drawn),1,-2,-37,-17,2,18,2.3,0.1,-3,0,-1
CCOc1ccc(S(=O)(=O)N2CCN(c3ccccc3OC)CC2)c2cccnc12,26,-1,13,31,-12,27,-0.6,6.5*,17,5,-6
COc1ccc(C2C(C(=O)N3CCCCC3)CC(=O)N2c2ccc(OC)cc2)cc1 (stereo not drawn),-23,2,-6,6,2,-4,0.0,0.2,4,-4,14
Cc1ccc(OCc2ccc(C(=O)Nc3nc4ccccc4n3Cc3ccccc3)o2)c([N+](=O)[O-])c1,24,1,-13,15,-33,33,2.5,0.0,1,9,-11
COc1ccc(OC)c(CNC(=O)c2ccc(C)c(NC(=O)C3=C(C)OCCS3)c2)c1,11,1,17,-5,-16,29,2.0,2.2,5,12,-13
CC(=O)C1CCC2C3CCC4CC(=O)CCC4(C)C3C(C)(O)CC12C (stereo not drawn),23,.,-8,7,-12,24,-0.7,-0.2,20,-5,-8
CCSc1nnc(NC(=O)CSc2nnc(CNC(=O)c3ccc(OC)cc3)o2)s1,10,3,-7,17,1,1,0.4,-0.1,4,6,11
CC(C)(C)n1nnnc1CN1CCSCC1,1,4,-10,9,-3,3,1.5,-0.3,4,-3,-10
C=CCSc1nnc2c(n1)OC=Nc1ccc(Br)cc1-2,-4,5,0,7,1,-3,0.8,0.6,0,9,-11
Cc1nn(CC(=O)O)c(C)c1[N+](=O)[O-],0,3,-14,-2,-13,4,0.2,-0.2,18,6,1
COC(=O)c1ccc2nc(-c3ccc(C)cc3)c(Cc3ccccc3OC)n2c1,-14,.,-28,-71,10,-19,-3.1,0.0,-83,.,-1
O=C(Nc1ccc(O)cc1)c1cc(S(=O)(=O)N2CCCC2)ccc1Cl,-4,2,26,18,2,-10,-0.3,-0.2,22,-14,-2
CCOC(=O)c1cccc(NC(=O)CSc2nc3ccccc3c(=O)n2CCOC)c1,0,-2,-27,31,0,21,-2.9,0.1,4,7,14
S=C(NNc1ccnc2cc(Cl)ccc12)Nc1ccc(Cl)cc1Cl,-34,2,1,52*,12,88*,-0.3,0.9,-21,65*,7
COc1ccc(-n2cnnc2SCC(=O)NCc2cccs2)cc1,-9,-1,-7,7,12,1,-0.3,0.0,19,-8,2
Cc1ccc(S(=O)(=O)N2CCCC(NC(=O)N3CCN(c4ccccc4)CC3)C2)cc1 (stereo not drawn),19,2,-8,6,-3,7,1.0,0.0,22,7,9
SMILES,CF NFkB block,NR2E3 ag-1,NR2E3 ag-2,Peg3 promoter,KKLEB cytotox,Shn3 3UTR inh,iPSC survival up,aDG glyco act,HIF-2a inh,MITF TRPM1 inh,TWEAK Fn14 block
Cc1ccc(-c2cc(C(=O)OCC(=O)N(C)c3c(N)n(Cc4ccccc4)c(=O)[nH]c3=O)c3ccccc3n2)o1,-42,1,14,-51,2,-44,0.0,-0.1,-52,-27,3
CCOc1ccc(N(CC(=O)NCc2ccccc2Cl)S(=O)(=O)c2c(C)noc2C)cc1,3,1,-14,1,-4,-9,-0.1,-0.3,17,2,18
Cc1ccc(C(OC(=O)c2ccco2)C(=O)NCc2cccs2)cc1 (stereo not drawn),7,0,-4,13,-8,-3,2.1,-0.1,14,-16,-4
COc1cc(NS(=O)(=O)c2cc3[nH]c(=O)c(=O)[nH]c3cc2C)cc(OC)c1OC,10,0,1,-4,-12,-16,-1.1,-0.3,6,.,0
CCCCC(C(=O)NC(=O)NCc1ccccc1)N1C(=O)c2ccccc2C1=O (stereo not drawn),10,2,-1,0,-5,2,-0.8,-0.3,11,-6,-11
Cc1nc(C(=O)N2CCC(n3nccc3NC(=O)Nc3ccccc3Cl)CC2)cs1,4,-1,-6,-2,-5,-11,-0.6,0.0,9,4,-9
O=C(CC(c1ccc(F)cc1)c1ccco1)N1CCOCC1 (stereo not drawn),6,2,-14,-7,2,1,3.1,-0.1,23,7,-6
COc1ccccc1NS(=O)(=O)c1cc(NC(=O)c2cc(=O)[nH]c3ccccc23)ccc1N1CCOCC1,-8,2,-22,43,-14,.,0.8,0.1,29,4,28
CC(=O)c1c(C)[nH]c(C(=O)OCC(=O)N(C)C)c1C,8,0,-11,-17,9,-8,1.0,0.0,-2,4,1
Clc1ccc2oc(SCc3cccnc3)nc2c1,-12,-2,-45,-109,-8,8,-0.2,0.0,-180,-38,-4
CO/N=C(/C(=O)N[C@@H]1C(=O)N2C(C(=O)O)=CCS[C@H]12)c1cnc(N)s1,-9,6,-42,-1,6,0,3.2,0.1,7,.,6
Cc1ccc2c(c1)C(=O)c1ccccc1CS2=O (stereo not drawn),-1,0,-18,5,13,-7,0.5,-0.4,5,-5,-13

# An unsorted share of the library, and some 4.4% of all compounds hit somewhere here.
